# Screens as filed in PubChem.
# NSD2 inh: inhibitors of human NSD2, primary screen, biochemical, plate reader, single point | Histone-lysine N-methyltransferase NSD2 (Homo sapiens), O96028 | NSD2-SET H3K36me1 DELFIA fluorescence | inhibition, % at 12.5 µM | 44,000 tested, 0.07% active | AID 624260, 2012; in the data active means inhibition above about 54%, passing the limit was not always enough;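 further: inhibitors reduce the monomethyl H3K36 fluorescence signal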
# Target sequence (O96028 whole entry, looked up): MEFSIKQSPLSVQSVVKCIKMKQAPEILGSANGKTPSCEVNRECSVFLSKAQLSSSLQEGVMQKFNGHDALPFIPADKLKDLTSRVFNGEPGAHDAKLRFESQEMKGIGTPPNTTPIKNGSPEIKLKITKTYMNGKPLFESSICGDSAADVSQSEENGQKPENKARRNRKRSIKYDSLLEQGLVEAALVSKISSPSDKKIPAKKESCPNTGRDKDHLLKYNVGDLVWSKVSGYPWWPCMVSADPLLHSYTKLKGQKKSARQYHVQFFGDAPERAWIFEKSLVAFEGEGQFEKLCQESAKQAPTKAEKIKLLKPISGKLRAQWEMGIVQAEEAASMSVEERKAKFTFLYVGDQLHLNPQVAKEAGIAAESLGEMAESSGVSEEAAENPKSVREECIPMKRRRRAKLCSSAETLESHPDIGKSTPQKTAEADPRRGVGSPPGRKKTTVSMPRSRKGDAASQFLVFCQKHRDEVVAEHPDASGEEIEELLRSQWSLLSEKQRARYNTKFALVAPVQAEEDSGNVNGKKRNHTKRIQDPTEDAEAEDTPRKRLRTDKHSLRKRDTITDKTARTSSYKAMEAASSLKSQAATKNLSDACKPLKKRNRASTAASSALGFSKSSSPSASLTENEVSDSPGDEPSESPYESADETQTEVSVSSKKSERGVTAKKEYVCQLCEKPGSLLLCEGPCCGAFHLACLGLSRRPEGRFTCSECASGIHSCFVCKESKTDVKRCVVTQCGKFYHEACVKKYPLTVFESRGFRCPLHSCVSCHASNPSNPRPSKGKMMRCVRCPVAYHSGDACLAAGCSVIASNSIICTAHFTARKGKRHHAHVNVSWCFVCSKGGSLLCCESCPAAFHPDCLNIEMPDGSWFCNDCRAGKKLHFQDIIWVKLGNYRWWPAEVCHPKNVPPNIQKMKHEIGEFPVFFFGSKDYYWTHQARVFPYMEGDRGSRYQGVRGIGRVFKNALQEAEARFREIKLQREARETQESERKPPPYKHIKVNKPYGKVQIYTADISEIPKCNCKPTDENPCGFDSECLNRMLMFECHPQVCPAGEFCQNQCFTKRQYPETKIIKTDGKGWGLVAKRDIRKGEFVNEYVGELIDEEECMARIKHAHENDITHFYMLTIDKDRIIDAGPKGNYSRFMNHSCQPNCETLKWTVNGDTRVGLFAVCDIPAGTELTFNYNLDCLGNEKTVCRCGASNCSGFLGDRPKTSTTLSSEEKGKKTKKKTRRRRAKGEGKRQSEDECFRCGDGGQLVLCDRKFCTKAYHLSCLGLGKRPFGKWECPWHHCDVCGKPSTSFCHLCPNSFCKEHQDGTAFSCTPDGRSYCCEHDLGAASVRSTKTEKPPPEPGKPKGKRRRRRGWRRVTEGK
# * hit, by the source's call; i = inactive.
no.	NSD2 inh	SMILES
1	4	O=C(O)CCCCCCC(=O)N/N=C/c1ccc([N+](=O)[O-])s1
2	-7	COc1ccc(S(=O)(=O)Nc2cccc3c2O[C@H](CN(C)Cc2ccc(C(F)(F)F)cc2)[C@@H](C)CN([C@@H](C)CO)C3=O)cc1
3	1	C[C@H](CO)N1C[C@H](C)[C@H](CN(C)S(=O)(=O)c2ccc(F)cc2)Oc2c(NC(=O)c3ccc(-c4nccs4)cc3)cccc2C1=O
4	0	Cc1noc(C)c1NC(=O)N(C)C[C@H]1Oc2ccc(NC(=O)Nc3ccc(F)cc3)cc2C(=O)N([C@@H](C)CO)C[C@@H]1C
5	1	CC(C)C#Cc1cnc2c(c1)C(=O)N([C@@H](C)CO)C[C@@H](C)[C@H](CN(C)Cc1ccc3c(c1)OCO3)O2
6	1	C[C@H]1CN([C@@H](C)CO)S(=O)(=O)c2ccc(-c3cccnc3)cc2O[C@@H]1CN(C)C(=O)C1CC1
7	-2	CCCN(C)C[C@H]1Oc2ncc(-c3cccnc3)cc2C(=O)N([C@H](C)CO)C[C@H]1C
8	0	CN(C)C(=O)C[C@@H]1C[C@H]2c3cc(NS(C)(=O)=O)ccc3O[C@H]2[C@H](CO)O1
9	2	C[C@H](CO)N1C[C@H](C)[C@@H](CN(C)S(=O)(=O)c2cn(C)cn2)Oc2ccc(NS(=O)(=O)c3cccs3)cc2C1=O
10	-8	C[C@@H]1CN([C@H](C)CO)C(=O)c2cc(-c3ccccc3)cnc2O[C@H]1CN(C)C(=O)Cc1ccccn1
11	2	C[C@H](CO)N1C[C@H](C)[C@H](CN(C)C)OCCCC[C@H](C)Oc2ccc(NC(=O)c3ccccc3)cc2C1=O
12	3	CC(=O)N(C)C[C@@H]1Oc2cc(C#CCC(C)C)ccc2S(=O)(=O)N([C@H](C)CO)C[C@H]1C
13	0	C[C@@H]1CCCCO[C@H](CN(C)CC2CCCCC2)[C@H](C)CN([C@@H](C)CO)C(=O)c2cc(NS(=O)(=O)c3ccccc3)ccc2O1
14	1	Cc1ccccc1-c1cnc2c(c1)C(=O)N([C@@H](C)CO)C[C@@H](C)[C@H](CN(C)C(=O)CC1CC1)O2
15	6	C[C@H]1CN([C@@H](C)CO)C(=O)c2cc(/C=C/c3ccccc3)cnc2O[C@@H]1CN(C)C(=O)c1cnccn1
16	-2	COc1ccc(S(=O)(=O)Nc2ccc3c(c2)CC(=O)N([C@H](C)CO)C[C@H](C)[C@@H](CN(C)C(=O)Nc2cccc4ccccc24)O3)cc1
17	2	CN(C)c1ccc2c(c1)[C@@H]1C[C@@H](CC(=O)N3CCOCC3)O[C@@H](CO)[C@@H]1O2
18	-12	COc1ccc(S(=O)(=O)N(C)C[C@@H]2Oc3ccc(NS(C)(=O)=O)cc3CC(=O)N([C@@H](C)CO)C[C@H]2C)cc1
19	3	COCC#Cc1ccc2c(c1)O[C@H](CN(C)C(=O)C1CCC1)[C@@H](C)CN([C@H](C)CO)S2(=O)=O
20	-3	O=C(N1CCOCC1)[C@@]1(Cc2ccccc2)N=C(c2ccc(OCCCO)cc2)O[C@H]1c1ccccc1
21	-3	C[C@@H]1CCCCO[C@@H](CN(C)Cc2ccc(C(=O)Nc3ccccc3N)cc2)[C@@H](C)CN([C@H](C)CO)C(=O)c2cc(NS(=O)(=O)c3cccs3)ccc2O1
22	2	O=C(N/N=C/c1ccc(N(c2ccccc2)c2ccccc2)cc1)c1ccccn1
23	-13	C[C@@H]1CCCCO[C@@H](CN(C)C(=O)Nc2ccccc2)[C@H](C)CN([C@@H](C)CO)C(=O)c2cc(NC(=O)Nc3ccccc3)ccc2O1
24	8	COc1ccc(NC(=O)O[C@@H](c2ccc(OC)c(O)c2)[C@H](CCO)OC)cc1
25	-2	CCC(=O)N(C)C[C@H]1Oc2cc(-c3ccccc3OC)ccc2S(=O)(=O)N([C@@H](C)CO)C[C@H]1C
26	0	C[C@H](CO)N1C[C@H](C)[C@@H](CN(C)C(=O)c2ccccc2F)Oc2ncc(-c3ccc(F)cc3)cc2C1=O
27	14	C[C@@H]1CN([C@@H](C)CO)C(=O)CCCn2nncc2CO[C@@H]1CN(C)C(=O)c1ccc(N2CCN(C)CC2)cc1
28	-2	C[C@@H]1CN([C@@H](C)CO)C(=O)c2cc(NC(=O)Nc3ccc(F)cc3)ccc2O[C@H]1CN(C)Cc1ccc2c(c1)OCO2
29	7	COCC(=O)N[C@H]1C=C[C@@H](CC(=O)N2CCCCC2)O[C@@H]1CO
30	3	CC(C)C#Cc1cnc2c(c1)C(=O)N([C@H](C)CO)C[C@H](C)[C@H](CN(C)C(=O)c1ccc3c(c1)OCO3)O2
31	-8	COc1ccc(NC(=O)Nc2ccc3c(c2)C(=O)N([C@@H](C)CO)C[C@@H](C)[C@H](CN(C)S(=O)(=O)c2ccccc2)OCCCC[C@H](C)O3)cc1
32	-1	C[C@@H]1CCCCO[C@@H](CN(C)S(=O)(=O)c2ccccc2)[C@H](C)CN([C@H](C)CO)C(=O)c2cc(NC(=O)CCC(F)(F)F)ccc2O1
33	-2	CCC(=O)N(C)C[C@H]1Oc2cc(-c3ccc(OC)cc3)ccc2S(=O)(=O)N([C@@H](C)CO)C[C@@H]1C
34	1	O=C(O)CCCCCCC(=O)N/N=C/c1ccoc1
35	i	CC(C)NC(=O)Nc1ccc2c(c1)C(=O)N([C@H](C)CO)C[C@H](C)[C@H](CN(C)C(=O)NC1CCCCC1)O2
36	-4	C[C@@H]1CN([C@H](C)CO)C(=O)c2cc(C#CC3CCCC3)cnc2O[C@H]1CN(C)S(C)(=O)=O
37	1	COc1ccc(NC(=O)Nc2cccc3c2O[C@H](CN(C)Cc2ccc(C(=O)O)cc2)[C@@H](C)CN([C@H](C)CO)C3=O)cc1
38	-3	CC(C)NC(=O)N(C)C[C@H]1Oc2c(NC(=O)C3CC3)cccc2C(=O)N([C@H](C)CO)C[C@@H]1C
39	-1	C[C@H](CO)N1C[C@H](C)[C@H](CN(C)S(=O)(=O)c2cccs2)Oc2c(NC(=O)c3nc4ccccc4s3)cccc2C1=O
40	5	C[C@@H](NC(=O)C[C@@H]1C[C@@H]2c3cc(NC(=O)NC4CCCC4)ccc3O[C@@H]2[C@@H](CO)O1)c1ccccc1
41	4	C[C@@H]1CCCCO[C@@H](CN(C)C(=O)c2ccccc2)[C@@H](C)CN([C@H](C)CO)C(=O)c2cc(NS(=O)(=O)c3cccs3)ccc2O1
42	2	COc1ccc(S(=O)(=O)N(C)C[C@H]2OCCCC[C@H](C)Oc3ccc(NC(=O)Cc4ccccc4)cc3C(=O)N([C@@H](C)CO)C[C@H]2C)cc1
43	0	C[C@H]1CN([C@@H](C)CO)C(=O)c2cc(-c3cccc(F)c3)cnc2O[C@@H]1CN(C)C(=O)c1cnccn1
44	7	CC(C)C#Cc1ccc2c(c1)O[C@H](CN(C)C)[C@H](C)CN([C@H](C)CO)S2(=O)=O
45	-3	C[C@@H]1CN([C@@H](C)CO)C(=O)Cc2cc(NC(=O)CCC(F)(F)F)ccc2O[C@H]1CN(C)Cc1ccc(-c2ccccc2)cc1
46	11	CN(C)C(=O)C[C@@H]1C[C@@H]2c3cc(NC(=O)Nc4ccccc4)ccc3O[C@@H]2[C@@H](CO)O1
47	-3	C[C@H]1CN([C@@H](C)CO)C(=O)c2cccc(NS(=O)(=O)c3cn(C)cn3)c2O[C@H]1CN(C)C
48	1	Cc1noc(C)c1NC(=O)Nc1ccc2c(c1)CC(=O)N([C@@H](C)CO)C[C@@H](C)[C@H](CN(C)S(=O)(=O)c1c(C)noc1C)O2
49	-2	C[C@@H]1CCCCO[C@H](CN(C)C(=O)Cc2ccccc2)[C@H](C)CN([C@@H](C)CO)C(=O)c2cc(NC(=O)Nc3ccc4c(c3)OCO4)ccc2O1
50	-14	C[C@H]1CN([C@@H](C)CO)C(=O)Cc2cc(NC(=O)CCC(F)(F)F)ccc2O[C@@H]1CN(C)Cc1ccc(-c2ccccc2)cc1

# Another view of part of the listing above.
cpd	compound	NSD2 inh
31	COc1ccc(NC(=O)Nc2ccc3c(c2)C(=O)N([C@@H](C)CO)C[C@@H](C)[C@H](CN(C)S(=O)(=O)c2ccccc2)OCCCC[C@H](C)O3)cc1	-8
50	C[C@H]1CN([C@@H](C)CO)C(=O)Cc2cc(NC(=O)CCC(F)(F)F)ccc2O[C@@H]1CN(C)Cc1ccc(-c2ccccc2)cc1	-14

# A second format for 4 compounds above.
39	C[C@H](CO)N1C[C@H](C)[C@H](CN(C)S(=O)(=O)c2cccs2)Oc2c(NC(=O)c3nc4ccccc4s3)cccc2C1=O
- NSD2 inh: -1
31	COc1ccc(NC(=O)Nc2ccc3c(c2)C(=O)N([C@@H](C)CO)C[C@@H](C)[C@H](CN(C)S(=O)(=O)c2ccccc2)OCCCC[C@H](C)O3)cc1
- NSD2 inh: -8
47	C[C@H]1CN([C@@H](C)CO)C(=O)c2cccc(NS(=O)(=O)c3cn(C)cn3)c2O[C@H]1CN(C)C
- NSD2 inh: -3
43	C[C@H]1CN([C@@H](C)CO)C(=O)c2cc(-c3cccc(F)c3)cnc2O[C@@H]1CN(C)C(=O)c1cnccn1
- NSD2 inh: 0

# Single entries from the list:
# cpd 31 in NSD2 inh shows -8
# cpd 16 in NSD2 inh shows -2

# Next section:
no.	NSD2 inh	SMILES
51	0	COc1ccc(NC(=O)Nc2ccc3c(c2)C(=O)N([C@H](C)CO)C[C@H](C)[C@H](CN(C)S(=O)(=O)c2cccs2)OCCCC[C@H](C)O3)cc1
52	2	C[C@@H]1CN([C@H](C)CO)C(=O)c2cccc(NS(=O)(=O)c3ccc(F)cc3)c2O[C@H]1CN(C)CC1CC1
53	-4	C[C@@H]1CN([C@@H](C)CO)C(=O)c2cc(-c3cccnc3)cnc2O[C@@H]1CN(C)C(=O)C1CCOCC1
54	5	C[C@@H]1CN([C@@H](C)CO)C(=O)c2cc(NC(=O)C3CC3)ccc2O[C@@H]1CN(C)Cc1ccccc1
55	1	C[C@H](CO)N1C[C@H](C)[C@@H](CN(C)Cc2ccc(Oc3ccccc3)cc2)Oc2c(NC(=O)C3CC3)cccc2C1=O
56	-11	C[C@@H]1CN([C@@H](C)CO)C(=O)c2cc(N(C)C)ccc2O[C@@H](C)CCCCO[C@@H]1CN(C)C(=O)Nc1ccc(C(F)(F)F)cc1
57	-1	C[C@H](CO)N1C[C@H](C)[C@H](CN(C)S(=O)(=O)c2ccccc2)Oc2ccc(NC(=O)Nc3ccccc3)cc2C1=O
58	2	CNC[C@@H]1Oc2ncc(Br)cc2C(=O)N([C@H](C)CO)C[C@H]1C
59	-4	C[C@H](CO)N1C[C@H](C)[C@@H](CN(C)CC2CCCCC2)Oc2ccc(NC(=O)c3ccncc3)cc2CC1=O
60	2	C[C@H](CO)N1C[C@H](C)[C@@H](CN(C)Cc2ccncc2)Oc2c(NC(=O)c3ccc(-c4nccs4)cc3)cccc2C1=O
61	4	COc1ccc(NC(=O)N(C)C[C@@H]2Oc3ccc(NC(=O)Nc4ccccc4)cc3CC(=O)N([C@H](C)CO)C[C@H]2C)cc1
62	1	C[C@@H]1CN([C@@H](C)CO)S(=O)(=O)c2ccc(C#C[C@@H](C)O)cc2O[C@H]1CN(C)CC1CCOCC1
63	-3	Cc1noc(C)c1NC(=O)N(C)C[C@@H]1Oc2ccc(NC(=O)Nc3ccccc3)cc2CC(=O)N([C@H](C)CO)C[C@H]1C
64	0	CC(C)NC(=O)N(C)C[C@H]1OCc2cn(nn2)CCCC(=O)N([C@H](C)CO)C[C@@H]1C
65	-3	C[C@H](CO)N1C[C@H](C)[C@@H](CN(C)S(=O)(=O)c2ccc(F)cc2)OCCCC[C@H](C)Oc2ccc(NC(=O)Nc3ccccc3)cc2C1=O
66	-7	COCC#Cc1ccc2c(c1)O[C@H](CN(C)S(=O)(=O)c1cccc(F)c1)[C@H](C)CN([C@@H](C)CO)S2(=O)=O
67	1	C[C@H]1CN([C@@H](C)CO)S(=O)(=O)c2ccc(C#CC3(O)CCCC3)cc2O[C@H]1CN(C)C(=O)c1ccncc1
68	2	COc1ccc(S(=O)(=O)Nc2cccc3c2O[C@@H](CN(C)Cc2ccc(Oc4ccccc4)cc2)[C@@H](C)CN([C@H](C)CO)C3=O)cc1
69	-94	CCC(=O)N(C)C[C@@H]1Oc2ncc(C#CC3(O)CCCC3)cc2C(=O)N([C@H](C)CO)C[C@H]1C
70	0	C[C@H](O)C#Cc1cnc2c(c1)C(=O)N([C@H](C)CO)C[C@@H](C)[C@H](CN(C)C(=O)c1ccc(F)cc1)O2
71	-2	Cc1cccc(S(=O)(=O)N(C)C[C@@H]2OCc3cn(nn3)CCCC(=O)N([C@H](C)CO)C[C@@H]2C)c1
72	-2	CCOC(=O)N(C)C[C@H]1OCc2cn(nn2)CCCC(=O)N([C@H](C)CO)C[C@@H]1C
73	-4	C[C@H]1CN([C@@H](C)CO)C(=O)c2cccc(NC(=O)c3cnccn3)c2O[C@@H]1CN(C)Cc1ccc(C(=O)Nc2ccccc2N)cc1
74	-3	C[C@@H]1CN([C@@H](C)CO)C(=O)c2cc(NC(=O)C3CC3)ccc2O[C@H]1CN(C)Cc1ccc2c(c1)OCO2
75	-2	COc1ccc(CN(C)C[C@H]2Oc3ccc(NC(=O)C4CCCCC4)cc3C(=O)N([C@H](C)CO)C[C@H]2C)cc1

# Ordered by count of non-hydrogen atoms (low to high): three of the compounds above.
no.	NSD2 inh	SMILES
72	-2	CCOC(=O)N(C)C[C@H]1OCc2cn(nn2)CCCC(=O)N([C@H](C)CO)C[C@@H]1C
71	-2	Cc1cccc(S(=O)(=O)N(C)C[C@@H]2OCc3cn(nn3)CCCC(=O)N([C@H](C)CO)C[C@@H]2C)c1
66	-7	COCC#Cc1ccc2c(c1)O[C@H](CN(C)S(=O)(=O)c1cccc(F)c1)[C@H](C)CN([C@@H](C)CO)S2(=O)=O

# The list goes on.
no.	NSD2 inh	SMILES
76	0	CC(C)NC(=O)Nc1ccc2c(c1)C(=O)N([C@@H](C)CO)C[C@@H](C)[C@@H](CN(C)CC1CCCCC1)O2
77	-154	CCCN(C)C[C@H]1OCCCC[C@@H](C)Oc2ccc(NC(=O)CCCN(C)C)cc2C(=O)N([C@H](C)CO)C[C@@H]1C
78	-8	C[C@H]1CN([C@@H](C)CO)C(=O)c2cc(NC(=O)c3ccncc3)ccc2O[C@@H]1CN(C)C(=O)Nc1cccc2ccccc12
79	-4	COc1ccc(-c2cnc3c(c2)C(=O)N([C@@H](C)CO)C[C@H](C)[C@@H](CN(C)Cc2ccccn2)O3)cc1

# Only part of the results is shown; count on the stated rates, not on these rows.
